Source: PubChem BioAssay
KCNQ1 act: human KCNQ1 channel potentiation or activation; 0.35% of 310,000 active; AID 2648; CHO-K1 KCNQ1, thallium flux FluxOR fluorescence; hits give high values; B-score at 10 µM;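 active = fluorescence ratio B-score, a plate-corrected score, at least three library SD, with initial intensity B-score within 5 SD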
Target sequence (P51787 whole entry, looked up): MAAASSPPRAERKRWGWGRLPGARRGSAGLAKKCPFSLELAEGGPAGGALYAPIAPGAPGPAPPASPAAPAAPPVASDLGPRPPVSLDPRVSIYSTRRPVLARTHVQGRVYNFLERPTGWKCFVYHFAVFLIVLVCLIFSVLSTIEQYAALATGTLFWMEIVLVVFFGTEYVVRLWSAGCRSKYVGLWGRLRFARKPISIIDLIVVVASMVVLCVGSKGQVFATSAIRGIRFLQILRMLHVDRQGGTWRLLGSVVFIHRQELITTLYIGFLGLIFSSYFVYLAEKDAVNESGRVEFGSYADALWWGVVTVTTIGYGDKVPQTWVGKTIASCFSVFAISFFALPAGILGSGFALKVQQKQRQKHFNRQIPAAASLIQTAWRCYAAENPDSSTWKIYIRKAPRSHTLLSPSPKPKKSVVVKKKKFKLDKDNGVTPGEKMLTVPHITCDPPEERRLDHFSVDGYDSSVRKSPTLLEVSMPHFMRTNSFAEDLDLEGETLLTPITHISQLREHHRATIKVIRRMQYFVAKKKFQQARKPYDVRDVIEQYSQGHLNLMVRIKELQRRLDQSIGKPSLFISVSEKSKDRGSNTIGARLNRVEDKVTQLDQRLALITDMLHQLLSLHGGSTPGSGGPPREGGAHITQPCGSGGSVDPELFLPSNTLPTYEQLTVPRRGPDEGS
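Test system: CHO-K1 cells stably expressing KCNQ1 / Medium: assay buffer / Also added: depolarizing K+/Tl+ stimulus, K2SO4 and Tl2SO4 each 12.5 mM in 5x stock / Incubation: 90 min dye loading and 20 min compound exposure, both at room temperature / Signal: thallium influx via FluxOR fluorescence, kinetic imaging / Evaluation: B score of baseline-normalized fluorescence ratio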
TMEM16A inh: blocks the mouse calcium-activated chloride channel TMEM16A | HEK293 TMEM16A/YFP iodide influx fluorescence, ionomycin | normalized B-score (activity score, 25-100; higher = stronger inhibition) at 10 µM | 1.2% of 310,000 active | AID 588511;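 active = ratio plate-corrected score three or more library SD toward inhibition, starting fluorescence score within five deviations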;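 note: score derived from kinetic fluorescence span divided by baseline fluorescence per well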
TRPC4 PAM: allosterically enhances the mouse TRPC4 cation channel; AID 2227; B-score at 10 µM; 0.42% of 310,000 active; HEK293 TRPC4beta/mu-opioid, DAMGO EC20, Fluo-4 Ca2+ flux; hits give high values;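 active = B-score of calcium response area above 5 SD of library B-scores, with initial fluorescence ratio within 5 SD of library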;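 note: B-score of integrated fluorescence ratio over time as area under calcium response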
HDAC3 inhib: blocks human histone deacetylase 3. O15379. recombinant HDAC3, fluorogenic peptide/trypsin coupled, fluorescence. inhibition, % at 8.3 µM. 0.15% of 320,000 active. AID 2718; in the data active = inhibition above about 26%, passing the limit was not always enough
Target sequence (O15379 whole entry, looked up): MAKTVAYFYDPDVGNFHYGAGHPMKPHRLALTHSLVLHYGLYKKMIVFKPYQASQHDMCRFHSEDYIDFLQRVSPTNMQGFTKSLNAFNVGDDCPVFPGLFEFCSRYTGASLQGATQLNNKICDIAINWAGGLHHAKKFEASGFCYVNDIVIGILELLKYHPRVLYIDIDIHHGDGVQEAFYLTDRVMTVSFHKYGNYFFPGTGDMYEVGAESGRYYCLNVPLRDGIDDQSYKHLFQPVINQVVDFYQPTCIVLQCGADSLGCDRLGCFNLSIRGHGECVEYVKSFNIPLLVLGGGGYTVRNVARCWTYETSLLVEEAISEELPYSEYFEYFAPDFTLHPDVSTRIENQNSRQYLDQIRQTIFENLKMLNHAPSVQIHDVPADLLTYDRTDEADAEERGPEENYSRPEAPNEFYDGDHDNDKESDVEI
KCNQ1 block: inhibitors of human KCNQ1 potassium channel. 1.3% of 310,000 active. P51787. CHO-K1 KCNQ1, FluxOR thallium flux fluorescence; hits give high values. AID 2642. B-score at 10 µM;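 active = compounds whose thallium flux B-score, printed positive for inhibition, exceeds three library SD while starting fluorescence stays within three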;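 note: channel opened by potassium depolarization with thallium stimulus after 20 min compound exposure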
ANO1 activ: activates or potentiates the mouse TMEM16A chloride channel; Q8BHY3; HEK293 TMEM16A/YFP-H148Q/I152L, iodide quench fluorescence; hits give low values; B-score at 10 µM; 0.3% of 340,000 active; AID 623877;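 active = fluorescence-ratio B-score plate-corrected deviation score at least 3 library SD below zero, with starting fluorescence score within 5 deviations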;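 note: channel opened by trigger with iodide after compound preincubation; score built on the fluorescence ratio of max minus min over baseline; more negative score means more quench and so TMEM16A activation or potentiation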
KCNK9 inh: blocks the human KCNK9 two-pore domain potassium channel; Q9NPC2; HEK293 KCNK9, FluxOR thallium flux fluorescence; hits give low values; B-score at 10 µM; 1.2% of 310,000 active;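 active = ratio B-score over 3 SD below the library mean, with starting fluorescence within 5 SD of its mean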;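 note: negative B-score means less thallium flux so channel inhibition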
Dyrk1A ADPGlo: inhibitors of rat Dyrk1A kinase; Q63470; ADP-Glo luminescence, NFATc1 peptide; inhibition, % at 12.5 µM; 0.43% of 310,000 active; AID 504441; in the data active = inhibition above about 50%;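 note: plate controls were vehicle with enzyme for no effect and no enzyme for full effect; many of its hits are not listed in these tables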
hERG protect: shields human hERG channel from block by proarrhythmic agents | Q12809 | CHO-hERG, FluxOR thallium flux, dofetilide IC70 present | activation (rescue from dofetilide block), less the hit threshold, % at 10 µM | 0.51% of 310,000 active | AID 1511;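 active = activation above the mean of controls blocked by dofetilide plus 5 SD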;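 note: thallium influx through hERG after potassium depolarization seen as dye fluorescence rise; in these data hits start at about 4.7%; inactives centre near -7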
KCNK3 inh: human KCNK3 channel inhibition, primary screen; CHO-KCNK3 thallium flux, FluxOR fluorescence; hits give low values; B-score at 10 µM; 0.84% of 340,000 active; AID 602410;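 active = B-score under library mean minus 4 SD, starting fluorescence ratio at most library mean plus 5 SD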;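 note: more negative B-score means stronger inhibition of thallium flux through KCNK3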
TRPC4 act: activators of mouse TRPC4 channel; 0.49% of 310,000 active; B-score at 10 µM; Q9QUQ5; HEK293 TRPC4beta/mu-opioid, Fluo4 calcium fluorescence; hits give high values;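 active = B-score above 5 SD of library B-scores, and initial fluorescence ratio not above library mean plus 5 SD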;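 note: positive B-score marks a calcium rise read as TRPC4 activation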
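Material: HEK293 stable line with TRPC4beta plus mu-opioid receptor; technique: Fluo4 calcium-sensitive dye fluorescence, kinetic, 1 Hz baseline; timing: Fluo4 dye loading 45 min at room temperature, 110 s recording; controls: assay buffer as low control, maximal DAMGO as high control; read-out: integrated baseline-normalised fluorescence ratio, converted to per-well B score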
* = called active by the depositor; i = inactive; x = no result given. Some of the compounds tested; the hit share may differ from the screen's.

SMILES | KCNQ1 act | TMEM16A inh | TRPC4 PAM | HDAC3 inhib | KCNQ1 block | ANO1 activ | KCNK9 inh | Dyrk1A ADPGlo | hERG protect | KCNK3 inh | TRPC4 act
Cc1cc(S(=O)(=O)N2CCCC2C(=O)N2CCOCC2)c(C)cc1Cl (stereo not given) | i | i | i | 2 | i | i | i | 3 | -7 | i | i
COc1cc(C)ccc1OCc1cc(C(=O)N(C)CCCN2CCOCC2)no1 | i | i | i | 8 | i | i | i | 4 | -3 | i | i
O=C(CC1SC(N2CCCC2)=NC1=O)Nc1ccc(C(=O)NCCc2ccc(F)cc2)cc1 (stereo not given) | i | i | i | -18 | i | i | i | 4 | -21 | i | i
COc1cc(NC(=O)CN2CCCCCC2)cc(OC)c1 | i | i | i | -1 | i | i | i | 0 | -10 | i | i
Cc1cc(C)c(C)c(OCC(O)CN2CCN(c3ccccn3)CC2)c1 (stereo not given) | i | i | i | 0 | i | i | i | x | -9 | i | i
CC1CN(S(=O)(=O)c2cccc(C(=O)Nc3ccccc3N3CCCC3)c2)CC(C)O1 (stereo not given) | i | i | i | -1 | i | i | i | 12 | -21 | i | i
O=C(CCCn1c(SCC(=O)NCCc2ccccc2)nc2ccccc2c1=O)NCC1CCCO1 (stereo not given) | i | i | i | 0 | i | i | i | 0 | -6 | i | i
C=CCSc1nnc2c(n1)[nH]c1c(C)cccc12 | i | i | i | 2 | i | i | i | 11 | -5 | i | i
CC(=O)Nc1ccc(S(=O)(=O)NCCc2csc(C)n2)cc1 | i | i | i | -10 | i | i | i | 5 | 4 | i | i
O=C(CNS(=O)(=O)c1ccccc1)NCC(=O)OCc1ccc(Br)cc1 | i | i | i | -3 | i | i | i | 1 | -20 | i | i
O=C(/C=C(\O)c1ccccc1)C(=O)NNC(=O)c1ccccc1[N+](=O)[O-] | i | i | i | 1 | i | i | i | -3 | -7 | i | i
Cc1cc(C)nc(N(C#N)Cc2cccc3ccccc23)n1 | i | i | i | 16 | i | i | i | 4 | -6 | -9.2* | i
Cc1ccccc1Nc1nnc(C)c(=O)[nH]1 | i | i | i | x | i | i | i | -2 | -5 | i | i
COc1ccccc1-n1c(SCC(=O)N2CCc3ccccc32)nc2c(c1=O)SCC2 | i | i | i | 7 | i | i | i | -5 | -13 | i | i
CC(=O)C1=C(C)NC(C)=C(C(C)=O)C1c1cn(-c2ccccc2)nc1-c1cccs1 | i | i | i | 7 | i | i | i | 13 | -12 | i | i

Nothing new here: four of the compounds above.
SMILES | KCNQ1 act | TMEM16A inh | TRPC4 PAM | HDAC3 inhib | KCNQ1 block | ANO1 activ | KCNK9 inh | Dyrk1A ADPGlo | hERG protect | KCNK3 inh | TRPC4 act
Cc1cc(S(=O)(=O)N2CCCC2C(=O)N2CCOCC2)c(C)cc1Cl (stereo not given) | i | i | i | 2 | i | i | i | 3 | -7 | i | i
COc1cc(C)ccc1OCc1cc(C(=O)N(C)CCCN2CCOCC2)no1 | i | i | i | 8 | i | i | i | 4 | -3 | i | i
O=C(CC1SC(N2CCCC2)=NC1=O)Nc1ccc(C(=O)NCCc2ccc(F)cc2)cc1 (stereo not given) | i | i | i | -18 | i | i | i | 4 | -21 | i | i
COc1cc(NC(=O)CN2CCCCCC2)cc(OC)c1 | i | i | i | -1 | i | i | i | 0 | -10 | i | i

Individual results from the entries so far:
Under Dyrk1A ADPGlo, `Cc1cc(C)nc(N(C#N)Cc2cccc3ccccc23)n1` is entered as 4
Under Dyrk1A ADPGlo, `Cc1ccccc1Nc1nnc(C)c(=O)[nH]1` is entered as -2

More entries follow:
SMILES | KCNQ1 act | TMEM16A inh | TRPC4 PAM | HDAC3 inhib | KCNQ1 block | ANO1 activ | KCNK9 inh | Dyrk1A ADPGlo | hERG protect | KCNK3 inh | TRPC4 act
CC(C)=NOc1nc(N(C)C)nc(N2CCOCC2)n1 | i | i | i | 3 | i | i | i | x | -8 | i | i
O=C(c1cc2ccccc2oc1=O)N(Cc1ccccc1)C1CCS(=O)(=O)C1 (stereo not given) | i | i | i | 6 | i | i | i | 1 | -8 | i | i
Cc1ccc(Nc2nc(Nc3ccc(C)cc3)nc(SC3=NCCS3)n2)cc1 | i | i | i | -2 | i | i | i | 4 | -8 | i | i
CCN1C(=NCCc2ccccn2)N[C@@H](c2cccc(F)c2)C(C(=O)OC)=C1C | i | i | i | 8 | i | i | i | -6 | -6 | i | i
O=C(CSCc1ccco1)N1CCc2ccccc21 | i | i | i | 8 | i | i | i | 2 | -10 | i | i
O=c1[nH]c(CN2CCN(c3ccccc3O)CC2)nc2ccccc12 | i | i | i | 1 | i | i | i | -3 | -5 | i | i
COc1ccc(OC)c(-c2csc(NC(=O)Cc3ccccc3)n2)c1 | i | i | i | 9 | i | i | i | 7 | -8 | -9.4* | i
O=C(CCc1nnc2ccc(NCc3ccco3)nn12)Nc1ccccn1 | i | i | i | 0 | i | i | i | 5 | -4 | i | i
COc1ccccc1C(=O)NC(=O)COC(=O)C1(C)CC1(Cl)Cl (stereo not given) | i | i | i | -5 | i | i | i | 15 | -10 | i | i
CN(c1ccccc1)S(=O)(=O)c1ccc(C(=O)OCC(=O)NCc2cccs2)cc1 | i | i | i | -7 | 6* | i | i | -1 | -12 | i | i
O=C(/C=C/c1cccc([N+](=O)[O-])c1)Nc1ccc(NC(=O)c2cccs2)cc1 | i | i | i | x | i | i | i | 5 | -11 | i | i
COc1ccc(OCC(=O)Nc2cccc3cccnc23)cc1 | i | i | i | -1 | i | x | i | 10 | -11 | i | i
Cc1ccnn1C(C)C(=O)O (stereo not given) | i | i | i | -4 | i | i | i | -2 | -8 | i | i
CCOC(=O)NCc1ccccc1 | i | i | i | -4 | i | i | i | 4 | -12 | i | i
Cc1nn(CCC(=O)NNC(=S)Nc2ccccc2)c(C)c1Br | i | i | i | -2 | i | i | i | 0 | -3 | i | i
CC(C)CNC(=O)[C@H](Cc1ccccc1)NC(=O)c1cccs1 | i | i | i | -4 | i | i | i | -5 | -3 | i | i
COc1ccc(CNS(=O)(=O)c2cc(Br)cc3c2N(C(C)=O)C(C)C3)cc1 (stereo not given) | i | i | i | 0 | i | i | i | -7 | -4 | i | i
COC(=O)c1cc(O)c(O)c(O)c1 | i | i | i | 7 | i | i | i | 5 | -4 | i | i
Cc1ccc2nc(N3CCOCC3)c(C=O)cc2c1 | i | i | i | -5 | i | i | i | 0 | -4 | i | i
Cc1ccc(NC(=O)Cn2ccc([N+](=O)[O-])n2)cc1C | i | i | i | -4 | i | i | i | x | -10 | i | i
COc1ccc(C(=O)CNc2ccccc2CO)cc1 | i | i | i | 4 | i | i | i | 3 | -10 | i | i
CCNc1cc(N2CCCC2)ccc1[N+](=O)[O-] | i | i | i | 0 | i | i | i | 7 | -2 | i | i
CC1(c2nnc(Cc3ccccc3)o2)CC(c2ccc(Cl)cc2)=NO1 (stereo not given) | i | i | i | 0 | i | i | i | x | 2 | i | i
Cc1ccc(S(=O)(=O)CC(N)=O)cc1 | i | i | i | -4 | i | i | i | -5 | -4 | i | i
O=C1COc2ccc(C(=O)CSc3nc4ccccc4c(=O)n3-c3ccc(Cl)c(Cl)c3)cc2N1 | i | i | i | 4 | i | i | i | -4 | -9 | i | i
Cn1c(N)c(C(=O)COC(=O)CC2CC3CCC2C3)c(=O)n(C)c1=O (stereo not given) | i | i | i | 0 | i | i | i | -1 | -3 | i | i
CCCN1Cc2cccc(C(=O)NC(CC(=O)OCC)c3ccc(C)cc3)c2C1=O (stereo not given) | i | i | i | 2 | i | i | i | 2 | -23 | i | i
CC(NC(=O)c1ccc(OC2CCN(S(=O)(=O)N(C)C)CC2)cc1)C1CC1 (stereo not given) | i | i | i | -3 | i | i | i | 0 | -9 | i | i
Cc1cccc(/C=N/NC(=O)c2ccc(NC(=O)c3ccc(F)cc3)cc2)n1 | i | i | i | 4 | i | i | i | 4 | -12 | i | i
CC(CCc1ccccc1)NC(=S)NC(=O)c1ccco1 (stereo not given) | 24* | i | i | 2 | i | i | i | x | 25* | i | i
COc1ccc(CCNC(=O)c2c(C)nc3ccccn23)cc1 | i | i | i | 8 | i | i | i | 3 | -11 | i | i
CCOC(=O)/C(C#N)=C/C1=C(N2CCOCC2)C(C)(C)OCC1 | i | i | i | 4 | i | i | i | x | -7 | i | i
CN1CCN(S(=O)(=O)c2ccc(NC(=O)c3ccc([N+](=O)[O-])cc3)cc2)CC1 | i | i | i | 1 | i | i | i | 5 | -9 | i | i
Cc1ccc(S(=O)(=O)NC2CCCCC2)c(C)c1NS(C)(=O)=O | i | i | i | -1 | i | i | i | -4 | -10 | i | i
COc1ccc(C(=O)OCC[N+]2(C)CCCCC2)cc1 | i | i | i | -2 | i | i | i | -2 | -14 | i | i
Cn1cnnc1SCc1ccc(C(=O)N=Nc2c(O)n(Cc3ccc(Cl)cc3)c3ccccc23)cc1 | i | i | i | x | i | i | i | 7 | -7 | i | i
S=c1ccc2ccccc2[nH]1 | i | i | i | 9 | i | i | i | 10 | -11 | i | i
Cc1cc(C)c(C#N)c(N2CCN(c3ccccc3F)CC2)n1 | i | i | i | -7 | i | i | i | 2 | -9 | i | i
COc1ccc(-c2nc(CS(=O)CC(=O)NC3CCCc4ccccc43)c(C)o2)cc1OC (stereo not given) | i | i | i | -1 | i | i | i | 6 | -12 | i | i
Cc1ccc(NC(=O)C2Cc3ccccc3O/C2=N\O)cc1C (stereo not given) | i | i | i | -5 | i | i | i | -3 | 1 | i | i
COc1ccc2c(c1)CCC/C2=N\Nc1nc(C(=O)NN)cs1 | i | i | i | 5 | i | i | i | x | -12 | i | i
Cc1c(N(C(=O)c2ccccn2)C2(C(=O)NC3CCCCC3)CCCCC2)c(=O)n(-c2ccccc2)n1C | i | i | i | 0 | i | i | i | x | -4 | i | i
N#C/C(=C/c1ccc(N2CCCCCC2)o1)c1cccc(F)c1 | i | i | i | 5 | 9* | i | -15* | -5 | -26 | -13* | i
C=C(C)Cn1c(SCC(=O)NCc2ccco2)nc2sc3c(c2c1=O)CCC3 | i | i | i | 1 | i | i | i | -4 | -12 | i | i
COc1ccc(C(=O)c2cc([N+](=O)[O-])ccc2N2CCOCC2)cc1 | i | i | i | 8 | i | i | i | -3 | -6 | i | i
